# TcdB inh: TcdB glycohydrolase inhibition; P18177; TcdB glycohydrolase enzymatic assay, plate reader; inhibition, % at 9.99 µM; 0.24% of 350,000 active; in the data active = inhibition above about 10%
# Target sequence (P18177 whole entry, looked up): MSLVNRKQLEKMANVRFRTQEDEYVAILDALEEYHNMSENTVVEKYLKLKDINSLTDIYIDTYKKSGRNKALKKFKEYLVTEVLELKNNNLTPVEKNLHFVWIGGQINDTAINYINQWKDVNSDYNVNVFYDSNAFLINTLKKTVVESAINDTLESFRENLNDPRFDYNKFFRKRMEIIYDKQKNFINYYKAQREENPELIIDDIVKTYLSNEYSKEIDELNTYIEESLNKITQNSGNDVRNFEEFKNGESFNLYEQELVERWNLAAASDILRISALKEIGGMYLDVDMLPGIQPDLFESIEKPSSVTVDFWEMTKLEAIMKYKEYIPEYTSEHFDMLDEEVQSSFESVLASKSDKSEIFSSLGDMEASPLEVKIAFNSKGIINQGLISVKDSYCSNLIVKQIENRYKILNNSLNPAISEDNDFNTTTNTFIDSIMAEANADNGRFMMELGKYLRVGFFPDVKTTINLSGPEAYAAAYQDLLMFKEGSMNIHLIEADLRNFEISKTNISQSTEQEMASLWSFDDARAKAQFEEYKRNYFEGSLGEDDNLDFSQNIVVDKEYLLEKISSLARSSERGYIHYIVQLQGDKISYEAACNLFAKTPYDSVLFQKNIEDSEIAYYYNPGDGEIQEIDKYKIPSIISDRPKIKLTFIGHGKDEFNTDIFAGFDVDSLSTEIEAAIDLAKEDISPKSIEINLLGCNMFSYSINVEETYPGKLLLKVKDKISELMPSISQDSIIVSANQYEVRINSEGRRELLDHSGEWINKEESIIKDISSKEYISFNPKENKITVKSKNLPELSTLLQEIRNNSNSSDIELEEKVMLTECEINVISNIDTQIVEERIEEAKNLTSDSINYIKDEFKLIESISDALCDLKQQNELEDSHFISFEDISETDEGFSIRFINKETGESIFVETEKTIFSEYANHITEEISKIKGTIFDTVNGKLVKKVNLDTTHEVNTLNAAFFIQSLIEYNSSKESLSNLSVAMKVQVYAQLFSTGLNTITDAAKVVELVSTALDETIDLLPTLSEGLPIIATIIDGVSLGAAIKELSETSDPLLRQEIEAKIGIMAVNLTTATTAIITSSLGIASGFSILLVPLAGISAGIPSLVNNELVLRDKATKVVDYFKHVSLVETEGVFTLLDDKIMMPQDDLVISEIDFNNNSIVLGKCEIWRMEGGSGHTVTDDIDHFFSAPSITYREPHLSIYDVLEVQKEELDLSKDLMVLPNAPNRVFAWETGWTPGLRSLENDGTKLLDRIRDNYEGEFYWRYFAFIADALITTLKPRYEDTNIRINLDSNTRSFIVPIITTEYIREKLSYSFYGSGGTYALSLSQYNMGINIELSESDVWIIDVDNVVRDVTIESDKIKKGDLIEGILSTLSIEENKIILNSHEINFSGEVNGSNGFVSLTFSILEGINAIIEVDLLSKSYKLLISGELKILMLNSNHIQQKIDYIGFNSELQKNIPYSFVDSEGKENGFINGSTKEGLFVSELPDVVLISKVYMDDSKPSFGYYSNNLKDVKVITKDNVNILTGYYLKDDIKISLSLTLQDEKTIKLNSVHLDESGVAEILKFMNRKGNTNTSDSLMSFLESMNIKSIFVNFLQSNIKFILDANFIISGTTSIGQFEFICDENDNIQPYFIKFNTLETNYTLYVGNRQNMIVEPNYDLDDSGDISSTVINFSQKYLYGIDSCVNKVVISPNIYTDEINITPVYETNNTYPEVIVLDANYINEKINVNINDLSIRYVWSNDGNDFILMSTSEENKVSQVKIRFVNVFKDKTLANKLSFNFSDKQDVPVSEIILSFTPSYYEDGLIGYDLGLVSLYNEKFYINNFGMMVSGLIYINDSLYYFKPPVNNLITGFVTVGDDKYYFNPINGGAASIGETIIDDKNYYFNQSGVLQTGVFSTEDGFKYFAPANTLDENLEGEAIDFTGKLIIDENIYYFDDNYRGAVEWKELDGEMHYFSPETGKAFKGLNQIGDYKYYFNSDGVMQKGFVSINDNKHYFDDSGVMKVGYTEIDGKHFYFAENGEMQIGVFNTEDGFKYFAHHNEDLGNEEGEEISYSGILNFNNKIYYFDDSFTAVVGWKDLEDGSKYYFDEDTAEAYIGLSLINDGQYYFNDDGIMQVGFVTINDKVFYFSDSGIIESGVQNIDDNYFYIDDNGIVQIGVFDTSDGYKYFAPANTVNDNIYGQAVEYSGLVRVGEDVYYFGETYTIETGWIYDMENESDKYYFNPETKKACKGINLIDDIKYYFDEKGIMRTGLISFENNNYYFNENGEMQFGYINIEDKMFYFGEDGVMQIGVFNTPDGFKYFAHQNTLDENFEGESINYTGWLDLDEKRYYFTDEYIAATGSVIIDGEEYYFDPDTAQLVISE
# The depositor's hits bear a star. Not all compounds are listed; count on the stated rates, not on these rows.
SMILES | TcdB inh
C/C=C/c1ccc2c(c1)O[C@H](CN(C)Cc1cccnc1)[C@H](C)CN([C@@H](C)CO)S2(=O)=O | -0.3
COc1ccc(-c2ccc([C@H]3[C@H](C#N)N(C(=O)c4cccc(F)c4)[C@H]3CO)cc2)cc1 | -1.0
COc1ccc(CN2C[C@H](C)[C@@H](OC)CN(C)C(=O)c3cc(NC(C)=O)ccc3OC[C@@H]2C)cc1 | 0.8
CC=Cc1ccc2n(c1=O)C[C@H]1[C@H](CO)[C@@H](C(=O)NCC)[C@@H]2N1C(=O)C1CC1 (mixture of isomers) | -0.4
C[C@H](CO)N1C[C@H](C)[C@H](CN(C)Cc2cccc(C(=O)O)c2)Oc2cc(C3=CCCC3)ccc2S1(=O)=O | -0.1
Cc1cccc(S(=O)(=O)N(C)C[C@@H]2OCc3cn(nn3)CCCC(=O)N([C@H](C)CO)C[C@@H]2C)c1 | 0.9
COc1ccc(NC(=O)N2CCCCN3[C@H](CO)[C@@H](c4ccc(C#Cc5ccccc5)cc4)[C@H]3C2)cc1 | 0.7
CS(=O)(=O)Nc1ccc2c(c1)[C@H]1C[C@H](CC(=O)N3CCc4ccccc4C3)O[C@H](CO)[C@H]1O2 | 0.1
O=C(NCC[C@H]1CC[C@@H](NC(=O)C2CCCC2)[C@H](CO)O1)c1ccc(F)cc1 | 0.3
COCC(=O)N1[C@H](CO)[C@H]2c3ccccc3N(C(=O)c3cccc(OC)c3)C[C@H]21 | -1.6
C[C@@H]1CN([C@H](C)CO)C(=O)c2cc(C#CCc3ccccc3)cnc2O[C@@H]1CN(C)C(=O)Cc1cccnc1 | 1.1
Cc1ccc(S(=O)(=O)N(C)C[C@H]2OCCCC[C@@H](C)Oc3ccc(NC(=O)NC(C)C)cc3C(=O)N([C@@H](C)CO)C[C@H]2C)cc1 | 0.3
COCC#Cc1cnc2c(c1)C(=O)N([C@@H](C)CO)C[C@@H](C)[C@@H](CN(C)S(C)(=O)=O)O2 | 1.0
CN1CCN(C(=O)C[C@@H]2CC[C@H]3[C@@H](COC[C@H](O)CN3Cc3ccc4c(c3)OCO4)O2)CC1 | 0.0
Cc1ccc(S(=O)(=O)N(C)C[C@H]2OCCCC[C@@H](C)Oc3ccc(NS(C)(=O)=O)cc3C(=O)N([C@H](C)CO)C[C@H]2C)cc1 | 0.8
O=C(CN1CCOCC1)NCC[C@H]1CC[C@H](NC(=O)Nc2ccccc2)[C@H](CO)O1 | 1.2
C[C@@H]1CN([C@H](C)CO)C(=O)c2cc(C3=CCCC3)cnc2O[C@H]1CN(C)C(=O)CN(C)C | -0.6
C[C@@H]1CN([C@H](C)CO)C(=O)c2cc(N(C)C)ccc2O[C@H]1CN(C)C(=O)Nc1ccccc1 | -2.6
O=C(c1cccnc1)N1CCCCN2[C@H](C1)[C@@H](c1ccc(C#Cc3ccccn3)cc1)[C@@H]2CO | 0.3
C[C@@H]1CN([C@H](C)CO)C(=O)CCCn2cc(nn2)CO[C@@H]1CN(C)C(=O)Nc1ccc(-c2cccs2)cc1 | -8.3
CS(=O)(=O)Nc1ccc2c(c1)[C@@H]1C[C@H](CC(=O)NCc3ccc(Cl)cc3)O[C@H](CO)[C@@H]1O2 | 0.7
COc1ccc(-c2ccc([C@H]3[C@@H](CO)N4C(=O)CN(C(=O)c5cccnc5)C[C@H]34)cc2)cc1 | -0.8
C[C@@H]1CN([C@H](C)CO)C(=O)Cc2cc(NC(=O)CCC(F)(F)F)ccc2O[C@H]1CN(C)C(=O)Nc1ccccc1 | 1.6
COc1ccc(NC(=O)N(C)C[C@@H]2Oc3ccc(NC(=O)Nc4ccccc4)cc3CC(=O)N([C@H](C)CO)C[C@H]2C)cc1 | 0.7
CCCC(=O)N1C[C@H]2[C@@H](c3ccccc31)[C@H](CO)N2C(=O)Nc1ccccc1 | -0.6
Cc1noc(C)c1S(=O)(=O)Nc1ccc2c(c1)C(=O)N([C@H](C)CO)C[C@@H](C)[C@H](CN(C)CC1CCCCC1)OCCCC[C@H](C)O2 | -1.1
O=C(C[C@@H]1CC[C@H](NC(=O)c2ccccc2)[C@H](CO)O1)NCc1ccncn1 | 0.5
C[C@H](CO)N1C[C@H](C)[C@H](CN(C)S(=O)(=O)c2cccs2)Oc2ccc(NS(=O)(=O)c3ccc(F)cc3)cc2CC1=O | -0.6
CC(=O)Nc1ccc2c(c1)C(=O)N(C)[C@H]1CC[C@@H](CC(=O)NCc3ccccc3)O[C@H]1CO2 | 0.0
C[C@@H]1CN([C@@H](C)CO)C(=O)c2cc(NC(=O)Nc3ccc4c(c3)OCO4)ccc2O[C@@H](C)CCCCO[C@H]1CN(C)C(=O)Cc1ccccc1 | -0.3
O=C(NCc1ccccn1)[C@H]1[C@H](CO)[C@H]2Cn3c(cccc3=O)[C@H]2N1CCc1ccccc1 | -1.7
C[C@@H]1CN([C@@H](C)CO)C(=O)c2cc(C#Cc3ccccn3)cnc2O[C@@H]1CN(C)C(=O)CCN1CCCCC1 | 1.9
O=C(Nc1ccc(Cl)cc1)N1C[C@@H]2[C@H](c3ccccc31)[C@@H](CO)N2C(=O)C1CC1 | 0.0
C[C@@H]1CCCCO[C@@H](CN(C)Cc2ccc(C(F)(F)F)cc2)[C@@H](C)CN([C@H](C)CO)C(=O)c2cc(NC(=O)CCCCCC(=O)Nc3ccccc3N)ccc2O1 | 1.6
CCCNC(=O)N1CC2(CCN(C(=O)CC)CC2)c2c(n(C)c3cc(OC)ccc23)[C@@H]1CO | -0.3
O=C(C[C@@H]1CC[C@@H]2[C@H](COC[C@@H](O)CN2C(=O)c2cnccn2)O1)NCc1ccc(F)cc1 | 1.0
O=C(Nc1ccccc1)N[C@@H]1CC[C@@H](CCNC(=O)c2ccccc2F)O[C@H]1CO | -1.3
C[C@H]1CCCCO[C@H](CN(C)C(=O)CCCN(C)C)[C@@H](C)CN([C@@H](C)CO)C(=O)c2cc(N(C)C)ccc2O1 | -28
CO[C@H]1CN(C)C(=O)c2cc(NC(=O)Nc3ccccc3)ccc2OC[C@H](C)N(C(=O)Nc2c(C)noc2C)C[C@H]1C | -1.3
CCNC(=O)C[C@H]1CC[C@@H]2[C@H](COC[C@@H](O)CN2C(=O)c2cccnc2)O1 | -0.6
O=C(C[C@@H]1CC[C@@H]2[C@H](COC[C@@H](O)CN2Cc2nccs2)O1)NCc1ccc(F)cc1 | -0.8
COc1ccc(CNC(=O)C[C@H]2CC[C@H](NC(=O)c3ccc4c(c3)OCO4)[C@@H](CO)O2)cc1 | -1.1
C[C@H]1CN([C@@H](C)CO)S(=O)(=O)c2ccc(-c3ccncc3)cc2O[C@@H]1CN(C)C(=O)CC1CC1 | -0.2
C[C@@H]1CN([C@H](C)CO)C(=O)Cc2cc(NC(=O)Nc3ccc(F)cc3)ccc2O[C@H]1CN(C)S(=O)(=O)c1cccs1 | -0.7
Cc1ccc(S(=O)(=O)N(C)C[C@H]2Oc3ccc(NC(=O)Nc4cccc5ccccc45)cc3CC(=O)N([C@H](C)CO)C[C@H]2C)cc1 | -0.3
C[C@@H]1CN([C@H](C)CO)C(=O)c2cccc(NC(=O)CCCCCC(=O)Nc3ccccc3N)c2O[C@H]1CN(C)S(=O)(=O)c1ccc(Cl)cc1 | -8.7
C[C@@H]1CN([C@H](C)CO)C(=O)c2cc(-c3ccc(F)cc3)cnc2O[C@@H]1CN(C)Cc1cccnc1 | 0.5
C[C@@H]1CN([C@@H](C)CO)C(=O)c2cc(NC(=O)c3ccccc3)ccc2O[C@@H](C)CCCCO[C@@H]1CN(C)C(=O)Nc1cccc2ccccc12 | 0.8

# Ordered by length of the SMILES (lowest first): some entries from above.
SMILES | TcdB inh
O=C(Nc1ccccc1)N[C@@H]1CC[C@@H](CCNC(=O)c2ccccc2F)O[C@H]1CO | -1.3
COc1ccc(CNC(=O)C[C@H]2CC[C@H](NC(=O)c3ccc4c(c3)OCO4)[C@@H](CO)O2)cc1 | -1.1
CO[C@H]1CN(C)C(=O)c2cc(NC(=O)Nc3ccccc3)ccc2OC[C@H](C)N(C(=O)Nc2c(C)noc2C)C[C@H]1C | -1.3
C[C@@H]1CN([C@@H](C)CO)C(=O)c2cc(NC(=O)c3ccccc3)ccc2O[C@@H](C)CCCCO[C@@H]1CN(C)C(=O)Nc1cccc2ccccc12 | 0.8

# Further entries follow:
SMILES | TcdB inh
O=C(C[C@H]1CC[C@H]2[C@@H](COC[C@H](O)CN2Cc2ccccc2)O1)NCCc1ccccc1 | -1.5
O=C(C[C@H]1C[C@@H]2c3cc(NC(=O)CC4CC4)ccc3O[C@@H]2[C@H](CO)O1)NCc1ccc(-c2ccccc2)cc1 | -2.0
C[C@H](CO)N1C[C@H](C)[C@H](CN(C)Cc2ccc(Oc3ccccc3)cc2)Oc2ccc(NS(=O)(=O)c3ccc(Cl)cc3)cc2CC1=O | -0.8
COCC(=O)NC[C@@H]1[C@@H](c2ccccc2)[C@@H](CO)N1C(C)=O | -6.6
Cc1noc(C)c1NC(=O)Nc1ccc2c(c1)C(=O)N([C@@H](C)CO)C[C@H](C)[C@@H](CN(C)C(=O)NC1CCCCC1)OCCCC[C@H](C)O2 | 0.3
CN1[C@@H]2Cn3c(ccc(C4=CCCCC4)c3=O)[C@H]1[C@@H](C(=O)NCc1cc(F)cc(F)c1)[C@@H]2CO | 0.5
COc1ccc(NC(=O)N(C)C[C@@H]2Oc3ccc(N(C)C)cc3CC(=O)N([C@@H](C)CO)C[C@@H]2C)cc1 | -5.4
CCC(=O)N(C)C[C@@H]1Oc2cc(-c3cccc(OC)c3)ccc2S(=O)(=O)N([C@@H](C)CO)C[C@@H]1C | 0.6
CN(C)CC(=O)Nc1ccc2c(c1)[C@H]1C[C@@H](CC(=O)N3CCN(C)CC3)O[C@@H](CO)[C@H]1O2 | -0.4
C[C@@H]1CN([C@H](C)CO)C(=O)c2cc(-c3cccnc3)cnc2O[C@@H]1CN(C)C(=O)Nc1ccc2c(c1)OCO2 | -0.3
C[C@H](CO)N1C[C@H](C)[C@H](CN(C)CC2CCCCC2)Oc2c(NS(=O)(=O)c3ccc(F)cc3)cccc2C1=O | 0.4
Cc1noc(C)c1NC(=O)N[C@H]1CC[C@H](CC(=O)NCc2ccc(Cl)c(Cl)c2)O[C@H]1CO | -0.9
CCCC#Cc1ccc([C@@H]2[C@@H](CO)N3C(=O)CN(C(=O)c4ccc(F)cc4)C[C@H]23)cc1 | 1.3
C[C@H](CO)N1C[C@H](C)[C@@H](CN(C)C(=O)Nc2ccc(F)cc2)OCCCC[C@H](C)Oc2ccc(NC(=O)C3CCCCC3)cc2C1=O | -0.4
CN(C)C(=O)c1cccc(-c2ccc3c(c2)[C@@H]2[C@@H](CCN2C(=O)C2CCOCC2)[C@@H](CO)N3)c1 | 0.8
O=C(c1cnccn1)N1CC(=O)N2[C@H](CO)[C@H](c3ccc(C#CCC4CCCC4)cc3)[C@H]2C1 | 1.9
CC(C)CC#Cc1ccc2c(c1)O[C@H](CN(C)C(=O)c1cnccn1)[C@H](C)CN([C@H](C)CO)S2(=O)=O | -0.5
O=S(=O)(c1ccccc1)N1C[C@H]2[C@@H](c3ccccc31)[C@@H](CO)N2Cc1ccccc1 | 0.2
COCC(=O)Nc1ccc2c(c1)[C@H]1C[C@H](CC(=O)N[C@@H](C)c3ccccc3)O[C@@H](CO)[C@H]1O2 | 1.1
O=C(C[C@@H]1CC[C@H](NC(=O)Nc2ccccc2F)[C@H](CO)O1)NCc1ccc(Cl)cc1 | 1.3
Cc1ccc(S(=O)(=O)N(C)C[C@@H]2OCCCC[C@H](C)Oc3ccc(NC(=O)c4ccccc4)cc3C(=O)N([C@@H](C)CO)C[C@H]2C)cc1 | -0.3
COc1ccc(C#Cc2ccc([C@H]3[C@@H](CO)N4C(=O)CN(C(=O)c5ccccc5)C[C@H]34)cc2)cc1 | -12
Cc1cccc(S(=O)(=O)N[C@H]2CC[C@H](CCNC(=O)Nc3cc(F)ccc3F)O[C@H]2CO)c1 | 0.2
CCNC(=O)C[C@@H]1CC[C@@H]2[C@@H](COc3ccc(NS(C)(=O)=O)cc3C(=O)N2C)O1 | -1.7
CC(=O)N1[C@@H]2c3ccc(-c4ccc(F)cc4)c(=O)n3C[C@H]1[C@H](CO)[C@H]2C(=O)N(C)C | -0.2
CCC(=O)N(C)C[C@@H]1Oc2ncc(C3=CCCC3)cc2C(=O)N([C@@H](C)CO)C[C@@H]1C | -0.6
C[C@H](CO)N1C[C@H](C)[C@H](CN(C)C(=O)Nc2ccccc2)OCCCC[C@H](C)Oc2ccc(NC(=O)Nc3cccc4ccccc34)cc2C1=O | -0.6
CO[C@@H]1CN(C)C(=O)c2ccc(NC(=O)C3CCC3)cc2OC[C@@H](C)N(Cc2ccncc2)C[C@@H]1C | 0.2
C[C@H](CO)N1C[C@H](C)[C@@H](CN(C)Cc2ccc3c(c2)OCO3)Oc2ccc(NC(=O)CCC(F)(F)F)cc2C1=O | 0.4
O=C(N[C@@H]1C=C[C@H](CC(=O)N2CCOCC2)O[C@H]1CO)c1ccccn1 | 0.5
C[C@H]1CN([C@@H](C)CO)C(=O)c2cc(NC(=O)Nc3ccc(C(F)(F)F)cc3)ccc2O[C@@H]1CN(C)S(=O)(=O)c1ccc(F)cc1 | -0.4
CCC(=O)Nc1ccc2c(c1)C(=O)N(C)C[C@H](OC)[C@H](C)CN(Cc1cccc(F)c1)[C@H](C)CO2 | -0.8
O=C(Nc1ccc(F)cc1)N[C@H]1CC[C@@H](CCn2cc(-c3ccc(F)cc3)nn2)O[C@H]1CO | -3.6

# Three of the compounds above, as labelled records.
> CC(=O)N1[C@@H]2c3ccc(-c4ccc(F)cc4)c(=O)n3C[C@H]1[C@H](CO)[C@H]2C(=O)N(C)C
- TcdB inh: -0.2
> CCC(=O)N(C)C[C@@H]1Oc2ncc(C3=CCCC3)cc2C(=O)N([C@@H](C)CO)C[C@@H]1C
- TcdB inh: -0.6
> C[C@H](CO)N1C[C@H](C)[C@H](CN(C)C(=O)Nc2ccccc2)OCCCC[C@H](C)Oc2ccc(NC(=O)Nc3cccc4ccccc34)cc2C1=O
- TcdB inh: -0.6

# Screens deposited in PubChem BioAssay by Broad Institute.
